# MDM2 E3 inh: MDM2-luciferase reporter signal enhancers, primary screen, MDM2 E3 ligase inhibitor project, cell-based, luminescence, 1536-well; signal enhancement, % at 5 µM; hit rate 0.11% among 210,000; E3 ubiquitin-protein ligase Mdm2 (Homo sapiens), Q00987; cell-based MDM2 ubiquitination luciferase reporter, 2 h; 0 = plate control, 100 = twice control, blank-subtracted;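 active means signal enhancement of 30% or more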;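 further: luminescence tracks abundance of the self-degrading MDM2-luciferase fusion protein; higher signal means inhibition of MDM2 E3 ligase activity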
#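 Buffer or medium: Cells held in DMEM | Assay system: Stable mammalian line carrying autodegrading MDM2–luciferase fusion reporter | Quantity: 2000 cells/well | Times: 4 h settle plus 2 h compound, 37 °C | Doses: One concentration, 5 µM, with 0.2% DMSO | Technique: Luminescence with SteadyLite reagent, 15 min at room temperature | Benchmarks: Plate controls and plate blanks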
# Rad51 HR inh: human RAD51 strand exchange inhibitors, primary screen, biochemical, fluorescence; hRad51 DNA strand exchange, fluorescence dequenching; inhibition, % at 10 µM; hit rate 0.085% among 200,000; DNA repair protein RAD51 homolog 1 (Homo sapiens), Q06609;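 active means inhibition above 40% at the single screening dose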;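 further: 0% = DMSO control wells and 100% = blanks with heterologous ssDNA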
#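 Assay system: Human Rad51 nucleoprotein filaments preassembled on unlabelled ssDNA | Reagent: Donor/quencher-labelled 47-bp dsDNA substrate | Doses: One concentration, 10 µM final | Times: 37 °C 15-min filament assembly, 30-min compound preincubation, 15-min exchange | Technique: Fluorescein emission 520 nm, excitation 485 nm | Benchmarks: Plate control and blank wells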
# PERK inhibitor: block of dimerizer-induced PERK translation repression, primary screen, PERK inhibitor project, CHO PERK-DD cells, SEAP luminescence, HTS; Eukaryotic translation initiation factor 2-alpha kinase 3 (Homo sapiens), Q9NZJ5; CHO PERK-DD fusion, SEAP luminescence translation reporter; hit rate 0.17% among 220,000; inhibition, % at 5.6 µM; AID 1416, 2008;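 active means inhibition above the mean inhibition of all tested compounds plus 3 SD, set separately per screening campaign, cut at about 2.9% in these data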;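 further: PERK kinase domain activated by AP20187 dimerizer at 100 nM; 0% = DMSO with dimerizer and 100% = rapamycin at 8.4 µM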
# EBV gp42 inh: Epstein-Barr virus gp42 inhibitors, primary screen, biochemical, uHTS, fluorescence polarization. Glycoprotein 42 (Epstein-Barr virus (strain AG876)), Q1HVG2. Fluorescence polarization binding assay, mP read-out. inhibition, % (tested at 21.74 µM). hit rate 0.42% among 220,000; in the data active means inhibition above about 50%
# TNF death inh: inhibitors of TNF-alpha triggered necroptosis, primary screen, cell-based, Jurkat FADD-/-, single concentration; Jurkat FADD-/- TNF necroptosis rescue, ATP luminescence, 24 h; 0 = TNF only, 100 = no-TNF cells; activation (protection from cell death), % at 10 µM; hit rate 0.068% among 220,000; AID 463075, 2010;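 active means activation, meaning protection from cell death, of at least 50% relative to plate controls; inactive means activation below 50%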;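 further: necroptosis triggered by 40 ng/mL TNF-alpha added together with compound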
# Calpain2 inh: inhibitors of pig calpain II, primary screen, biochemical, fluorogenic peptide substrate, 1536-well. purified calpain II, 30 min. inhibition, % at 16 µM. hit rate 0.37% among 220,000. AID 1236, 2008;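 active means inhibition above about 50%, limit read from the data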
# Cl transport mod: KCC2 cotransporter modulators, thallium flux, primary screen, cell-based, HEK293 KCC2, FluoZin-2 fluorescence, MLSMR; Solute carrier family 12 member 5 (Homo sapiens), Q9H2X9; KCC2 cells, thallium flux FluoZin-2 fluorescence; B-score of Tl+ flux slope (higher = more flux/activation; lower = inhibition) at 10 µM; hit rate 2.2% among 190,000; AID 1456, 2008;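 active means thallium flux slope and its plate-corrected score both differing from the plate sample mean at a set confidence after two filtering rounds, in either direction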;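 further: slope of fluorescence scaled to starting intensity during 10 to 20 s after thallium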
# Target sequence (Q9H2X9 whole entry, looked up): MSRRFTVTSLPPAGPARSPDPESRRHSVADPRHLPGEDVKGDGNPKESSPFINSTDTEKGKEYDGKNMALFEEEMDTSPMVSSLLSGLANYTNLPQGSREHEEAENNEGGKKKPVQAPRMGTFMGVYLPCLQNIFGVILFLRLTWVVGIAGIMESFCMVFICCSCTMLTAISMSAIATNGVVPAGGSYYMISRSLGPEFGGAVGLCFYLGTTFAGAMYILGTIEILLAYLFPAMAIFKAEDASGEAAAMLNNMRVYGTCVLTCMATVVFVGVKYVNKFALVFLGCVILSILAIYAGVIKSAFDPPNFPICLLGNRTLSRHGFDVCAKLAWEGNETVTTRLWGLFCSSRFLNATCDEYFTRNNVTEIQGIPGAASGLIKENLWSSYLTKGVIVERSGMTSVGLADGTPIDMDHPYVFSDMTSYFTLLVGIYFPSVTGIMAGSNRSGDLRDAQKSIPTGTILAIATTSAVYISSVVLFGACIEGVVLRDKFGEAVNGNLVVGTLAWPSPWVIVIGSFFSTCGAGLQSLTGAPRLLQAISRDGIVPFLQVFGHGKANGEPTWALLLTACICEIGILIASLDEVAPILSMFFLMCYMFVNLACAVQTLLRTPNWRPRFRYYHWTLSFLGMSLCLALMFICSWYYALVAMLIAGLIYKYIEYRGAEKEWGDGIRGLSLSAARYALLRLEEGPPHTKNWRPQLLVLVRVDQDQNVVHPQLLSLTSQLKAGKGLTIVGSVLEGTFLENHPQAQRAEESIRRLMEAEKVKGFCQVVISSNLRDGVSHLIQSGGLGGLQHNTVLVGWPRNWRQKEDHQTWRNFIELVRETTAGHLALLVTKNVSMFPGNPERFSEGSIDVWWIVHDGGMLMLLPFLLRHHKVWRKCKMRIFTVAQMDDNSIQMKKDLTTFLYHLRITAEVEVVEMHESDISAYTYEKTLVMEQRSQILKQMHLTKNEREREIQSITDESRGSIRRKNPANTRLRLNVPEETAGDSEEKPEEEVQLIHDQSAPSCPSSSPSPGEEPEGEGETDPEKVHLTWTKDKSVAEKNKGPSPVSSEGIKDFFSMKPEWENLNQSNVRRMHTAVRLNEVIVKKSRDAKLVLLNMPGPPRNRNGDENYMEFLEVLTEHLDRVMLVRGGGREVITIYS
# zVAD death inh: inhibitors of zVAD-triggered necroptosis, primary screen, L929 cells; hit rate 0.38% among 220,000; L929 zVAD necroptosis rescue, ATP luminescence, 24 h; with zVAD 60 µM; AID 1377, 2008; viability rescue, % at 10 µM;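 active means activation, scaled between plate controls, above about 75%, limit read from the data; inactive means activation under that limit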;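 further: 0% = zVAD with DMSO and 100% = DMSO alone without zVAD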
# eIF4E-4G inh: eIF4E–eIF4G protein interaction inhibitors, primary screen, biochemical, uHTS, TR-FRET, eIF4GI fragment; Eukaryotic translation initiation factor 4E (Mus musculus) + Eukaryotic translation …; TR-FRET eIF4E-eIF4GI(517-606) binding, 2 h; inhibition, % at 21.7 µM; hit rate 0.37% among 220,000; AID 782, 2007;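 active means inhibition above about 30%, limit read from the data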;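 further: 0% = full FRET control wells and 100% = background wells lacking eIF4GI fragment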
# An asterisk follows results filed as active; nt = no result given; [ ] = dose if it differs, or a comment.
SMILES,MDM2 E3 inh,Rad51 HR inh,PERK inhibitor,EBV gp42 inh,TNF death inh,Calpain2 inh,Cl transport mod,zVAD death inh,eIF4E-4G inh
COc1ccc(NC(=O)CSc2nnc(Cc3cccn3C)n2-c2ccc(F)cc2)cc1,-34.5,-4.5,-0.6,-18.8,0.8,-20.0,0.483,1.4,-1.1
CC(c1ccccc1)n1cc(C(=O)NCc2cccnc2)nn1 (configuration not stated),-9.9,8.1,-1.3,-22.9,1.5,-1.8,0.168,-0.3,-4.3
O=C1c2ccccc2C(=O)N1CCCc1nc(-c2ccc(Cl)cc2)no1,-0.6,0.9,1.1,-14.0,1.1,-1.7,1.62,0.5,-0.9
CCSc1cnc(-c2ccccc2)n1CC,-10.6,-2.0,0.7,-6.1,6.1,-0.5,nt,-0.6,11.6
O=C(NCCc1ccccc1)/C(=C\c1ccc([N+](=O)[O-])cc1)NC(=O)c1ccccc1,-3.5,nt,0.1,-15.2,-3.0,14.7,nt,-0.2,1.3
CSc1cccc(NC(=O)C2CCCN2S(=O)(=O)c2ccc3c(c2)CCC(=O)N3)c1 (configuration not stated),-13.9,0.3,-0.3,-12.7,0.5,-25.1,-0.145,2.5,5.4
CCCCNC(=O)Nc1ccccn1,-10.2,-7.4,1.5,-17.8,0.5,7.3,0.606,-0.5,-1.7
Cc1nc2ccccc2c(=O)n1NC(=O)c1cccnc1Cl,-17.2,nt,1.5,-14.2,0.9,13.1,0.347,0.5,2.1
Cc1nnc2c3ccccc3c(Cl)nn12,7.4,3.6,1.1,-21.6,-3.5,-14.7,-0.0373,60.2,2.9
O=C(O)CCc1ccc(-c2ccc(F)cc2)n1CCC(=O)O,-10.1,1.4,1.8,-4.2,-1.4,-64.0,3.2*,0.4,-6.6[fluorescence artefact?]
CC1CCN(C(=O)CN(c2cccc(F)c2)S(C)(=O)=O)CC1,11.3,-1.9,1.4,-13.0,1.6,-32.7,-0.126,3.1,0.0
CCC(C(=O)OCC(=O)Nc1cc(C)ccc1OC)c1ccccc1 (configuration not stated),-9.7,-8.5,1.3,-3.2,1.6,9.6,-1.17,3.1,2.8
Cc1ccc2c(c1)N(C(C)C(=O)NCc1ccc3c(c1)OCO3)C(=O)CO2 (configuration not stated),nt,3.6,1.3,-4.8,2.2,7.4,1.23,-1.0,-2.0
CCCC(=O)c1ccc(N2CCCCCC2)c(F)c1,-9.9,-3.5,-0.1,-18.3,-3.3,3.3,-0.557,0.2,-2.2
CCOc1ccccc1C1CC(c2cccc(NS(C)(=O)=O)c2)=NN1C(=O)c1ccccc1 (configuration not stated),-1.8,-2.2,-1.3,9.8,4.6,-35.8,-0.668,0.3,1.3
CN1C(=O)CC(NNC(=O)c2ccccc2)C1=O (configuration not stated),4.8,-0.7,0.4,-3.1,0.9,-32.3,0.637,0.6,-1.1
O=C(CSc1ncccn1)N1CCN(C(=O)CSc2ncccn2)CC1,-1.9,nt,0.2,-14.2,0.5,-11.4,-0.0229,nt,-0.6[fluorescence artefact?]
Cc1ccc(C2NC(=O)Cc3ccccc32)cc1 (configuration not stated),-0.3,-1.9,-0.1,9.7,1.8,30.4,0.0427,0.0,5.3
CC(=O)N1CCN(C(=S)NCCc2ccccc2)CC1,nt,nt,0.7,-3.8,0.6,-3.6,1.1,0.3,0.7[fluorescence artefact?]
COc1ccc(OC)c(NC(=O)CCN2CC(C)OC(C)C2)c1 (configuration not stated),-9.2,2.1,0.9,-6.4,-0.1,-21.5,nt,0.9,-1.6[fluorescence artefact?]
FC(F)(F)c1cccc(NCc2n[nH]c(=S)n2C2CCCCC2)c1,6.6,19.1,-0.1,-1.4,1.0,56.1*,5.94*,-0.3,-5.7
O=C(c1cccc(Cl)c1)N1CCC(=O)N(C(COCc2cccc(Cl)c2)Cc2ccccc2)CC1 (configuration not stated),nt,0.9,-0.7,8.7,3.3,-2.4,-1.88,-1.1,0.9
COc1ccc2[nH]c(C(=O)N(C)c3ccc(F)cc3F)cc2c1,-5.8,2.8,0.6,5.9,3.1,-4.9,0.298,0.7,-0.2
Cc1ccc(NC(=O)NC(=O)N(C(C)C)S(=O)(=O)c2ccc(C)cc2)cc1,-10.5,5.6,0.5,-10.3,2.1,6.0,-0.158,1.8,-1.6
Clc1ccc(Cn2ncc3c(NCc4cccnc4)ncnc32)cc1,-19.9,-1.9,0.3,-0.3,-4.5,13.3,-0.122,0.1,-3.5

# Compounds shown so far that contain an aryl thioether with sulfur outside any ring, in the order listed:
SMILES,MDM2 E3 inh,Rad51 HR inh,PERK inhibitor,EBV gp42 inh,TNF death inh,Calpain2 inh,Cl transport mod,zVAD death inh,eIF4E-4G inh
COc1ccc(NC(=O)CSc2nnc(Cc3cccn3C)n2-c2ccc(F)cc2)cc1,-34.5,-4.5,-0.6,-18.8,0.8,-20.0,0.483,1.4,-1.1
CCSc1cnc(-c2ccccc2)n1CC,-10.6,-2.0,0.7,-6.1,6.1,-0.5,nt,-0.6,11.6
CSc1cccc(NC(=O)C2CCCN2S(=O)(=O)c2ccc3c(c2)CCC(=O)N3)c1 (configuration not stated),-13.9,0.3,-0.3,-12.7,0.5,-25.1,-0.145,2.5,5.4
O=C(CSc1ncccn1)N1CCN(C(=O)CSc2ncccn2)CC1,-1.9,nt,0.2,-14.2,0.5,-11.4,-0.0229,nt,-0.6[fluorescence artefact?]

# Carrying on.
SMILES,MDM2 E3 inh,Rad51 HR inh,PERK inhibitor,EBV gp42 inh,TNF death inh,Calpain2 inh,Cl transport mod,zVAD death inh,eIF4E-4G inh
CCN(CC)S(=O)(=O)c1ccc(OC)c(NC(=O)c2cc(C)on2)c1,-31.7,-8.0,0.5,-6.2,0.9,-20.4,-0.127,0.1,-0.9
CCOC(=O)C1=C(C)C(c2ccccc2)NC(=S)N1 (configuration not stated),-11.9,-9.7,0.0,-16.4,-2.4,1.1,1.21,0.1,-9.4
O=C(COc1cc(Cl)c(Cl)cc1Cl)NCCc1ccccn1,-10.0,-1.2,-0.4,4.8,1.8,14.4,-0.361,0.8,-1.9
CCCNS(=O)(=O)c1cccn1-c1ncc(C(F)(F)F)cc1Cl,-12.7,-2.8,-1.1,-5.1,-0.6,-21.9,nt,-1.0,4.8[fluorescence artefact?]
CCn1c(C)nc2cc(C(=O)OC)ccc21,-6.7,nt,1.4,-15.5,-0.8,-6.9,-0.37,1.1,1.6
CCOC(=O)c1c(C)[nH]c(C(=O)C(C)Sc2ccc(Cl)cc2)c1C (configuration not stated),-0.2,-8.2,-0.2,10.1,-0.7,36.2,-0.57,0.1,-3.3[fluorescence artefact?]
COC(=O)CCCC1=CC2=C(c3ccccc3)C(=O)C(C)(OC(=O)C3CCCC3)C(=O)C2=CN1Cc1ccc(OC)cc1 (configuration not stated),10.4,5.4,nt,26.3,-0.5,15.8,-2.6*,0.7,1.2
N#Cc1c(Nc2ccccc2C(F)(F)F)s[nH]c1=O,-8.8,-2.8,0.5,-4.6,-22.3,-3.9,-1.13,-0.4,1.7
CC(C)C(c1nnnn1CCc1ccccc1)N1CCC(C(N)=O)CC1 (configuration not stated),-12.4,26.2,0.3,-22.0,0.8,-24.4,-0.189,0.5,4.6
CCNS(=O)(=O)c1ccc(NC(=O)Nc2cccc(C(F)(F)F)c2)cc1,-8.3,-4.2,-0.6,-13.5,5.0,-2.5,0.648,25.6,-13.0
FC(F)(F)c1cccc(NC(=S)Nc2ccc(Cl)c(Cl)c2)c1,-12.5,-1.4,0.1,7.9,-22.5,26.4,0.268,2.7,2.2
Cc1ccccc1-n1c(-c2csc3ccccc23)n[nH]c1=S,13.0,0.9,-0.6,-1.2,0.9,-28.2,14.5*,0.3,14.4
Cc1nn(Cc2ccccc2)c(Cl)c1C(=O)OC1CCOC1=O (configuration not stated),-78.2,-10.2,1.0,-64.8,-4.8,18.5,nt,-0.2,-3.6
CC1CCCC(C)N1/N=C/c1ccc(C(=O)O)cc1 (configuration not stated),-0.5,5.1,1.0,3.3,0.1,-20.3,-0.377,0.0,-5.7
COc1ccccc1NC1=C(Cl)C(=O)OC1OC(=O)c1ccco1 (configuration not stated),-10.1,-1.1,1.1,-9.3,-1.6,-17.5,-0.794,1.3,-1.9
Cc1c(NS(C)(=O)=O)c(=O)n(-c2ccccc2)n1C,20.8,4.5,0.5,-0.8,2.9,4.8,0.808,2.9,-1.9[fluorescence artefact?]
NCCCCc1cn(CC(=O)N2CCNCC2)nn1,nt,3.3,0.8,-7.3,0.0,4.8,0.0471,0.4,0.7
O=C1CNC(=O)/C(=C/c2cccs2)N1,-27.8,-2.9,-0.6,2.9,-0.2,19.4,nt,0.1,4.7
Cc1ccnc(NC(=O)C(C)n2cc([N+](=O)[O-])cn2)c1 (configuration not stated),-3.5,-13.3,0.7,-18.6,7.9,-149.8,1.11,23.7,1.7
O=C(Nc1nc(-c2ccc(Oc3ccccc3)cc2)cs1)C1=COCCO1,-17.4,2.0,0.6,-2.4,-3.3,-16.5,0.613,-0.2,-4.0
Cc1onc(-c2ccccc2Cl)c1C(=O)NCc1ccccc1,-8.2,1.2,-0.6,-6.4,-1.3,-8.7,0.233,0.4,2.7
CC(C)c1nnc(NC(=O)CSc2ccccc2)s1,-33.4,16.1,0.0,-16.8,3.0,-9.1,1.02,-0.7,-1.9
Cc1ccc(N(CC(=O)NC2CCC(C)CC2)S(=O)(=O)c2cccnc2)cc1 (configuration not stated),-5.3,3.3,-0.8,-20.8,-2.5,6.1,-1.72,0.1,1.5
O=c1c2ccccc2c2ccccc2c(=O)n1Cc1ccco1,-3.8,10.7,-0.4,-9.9,0.0,3.8,-0.484,-1.4,-0.4[fluorescence artefact?]
COc1cccc(C2N(c3cccc(Cl)c3)C(=O)C3CCCN32)c1OC (configuration not stated),-17.1,-2.6,-1.7,0.2,-0.5,-12.8,-0.378,-0.6,-1.9
Cn1nnnc1SCC(=O)N1CCCc2ccccc21,-1.4,-4.5,0.0,-10.8,5.1,-5.0,0.01,0.3,8.5
CCCCNC(=O)c1onc(CSc2ccccc2CC)c1C(=O)O,-2.5,4.0,1.6,-8.4,0.3,-9.8,-2.29,0.8,2.0[fluorescence artefact?]
O=C(NCc1ccc2[nH]c3c(c2c1)CCCC3)c1ccc(S(=O)(=O)N2CCOCC2)cc1,nt,3.8,-0.6,6.7,-1.9,-51.9,-0.52,nt,2.1

# Random draw from the library. Share with any hit: about 3.6%.
